# cardiac RTF act: increases calcium sensitivity of human cardiac regulated thin filaments; P19429+P45379; IANBD-labeled TnC RTF fluorescence at EC20 calcium; 0% EC20 calcium, 100% full calcium; activation, % at 7.2 µM; hit rate 0.24% among 340,000;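 active means activation above the mean over all tested compounds plus 3 SD, cut at about 30% in these data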;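 further: rise in fluorescence read as greater calcium sensitivity of cardiac thin filaments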
# Wnt bcat act: activators of Wnt/beta-catenin signaling; activation, % at 9.35 µM; Wnt/beta-catenin reporter cell assay, activator, plate reader; hit rate 1.2% among 300,000; AID 743398; in the data active means activation above about 30%, passing the limit was not always enough; inconclusive means no clear call, values can overlap the other calls;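 further: 0% = neutral control wells and 100% = positive control wells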
# HTR5A ag ctr: counter-screen for OPRM1-OPRD1 agonists: human HTR5A agonism; P47898; HTR5A agonist assay, luminescence, cell-based; activation, % at 9.3 µM; hit rate 0.61% among 340,000; AID 504692; in the data active means activation mostly above about 9.5%, no sharp cut-off; inactive means mostly below about 7.6%;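 further: 0% = cells with vehicle only and 100% = reference agonist; strong numbers were not always called active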
# Rtt109 Vps75: C. albicans Rtt109 histone acetyltransferase inhibition | purified Rtt109/Vps75, ThioGlo CoA-SH fluorescence, 4 h | inhibition, % at 34.9 µM | Q5AAJ8 | hit rate 0.16% among 330,000;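 active means inhibition of at least 50% in every replicate; inconclusive means best replicate reaches 50% inhibition but some replicates fall short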
# PvdQ acylase: P. aeruginosa PvdQ acylase inhibition. purified PvdQ acylase, fluorescence plate reader. inhibition, % at 10 µM. hit rate 0.063% among 340,000; in the data active means inhibition above about 30%, passing the limit was not always enough; inconclusive means no clear call, values can overlap the other calls;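 further: 0% = vehicle neutral wells and 100% = reference inhibitor wells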
# dFosB act: mouse delta FosB homodimer activation; P13346; purified delta FosB, TAMRA-CDK5 oligo fluorescence polarization; percent of positive-control signal above neutral wells; activation, % at 25 µM; hit rate 0.99% among 340,000; AID 493131;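 active means mean activation above about 17%, with every replicate also reaching it, limit read from the data, passing the limit was not always enough; inconclusive means only one of the two conditions met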;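 further: fluorescence polarization rise as delta FosB binds a TAMRA Cdk5 AP-1 oligo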
# Target sequence (P13346 whole entry, looked up): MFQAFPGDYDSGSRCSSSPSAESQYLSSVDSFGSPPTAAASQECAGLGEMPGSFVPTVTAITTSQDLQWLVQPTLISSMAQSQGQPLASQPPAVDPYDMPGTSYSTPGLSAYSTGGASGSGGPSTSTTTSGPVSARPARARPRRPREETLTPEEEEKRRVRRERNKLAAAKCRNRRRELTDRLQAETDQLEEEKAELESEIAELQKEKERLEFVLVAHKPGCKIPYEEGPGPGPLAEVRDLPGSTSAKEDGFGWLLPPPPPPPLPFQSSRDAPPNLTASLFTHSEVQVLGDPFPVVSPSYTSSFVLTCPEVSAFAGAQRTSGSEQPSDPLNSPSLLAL
# SR-BI HDL uptake: blocks mouse SR-BI lipid uptake from DiI-HDL; hit rate 0.96% among 320,000; AID 488896; inhibition, % at 12.5 µM; ldlA[mSR-BI] CHO cells, DiI-HDL uptake fluorescence, 3 h; Q61009;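 active means mean replicate inhibition of at least 70% and a set share of replicates each scoring 70 or more; inconclusive means meets just one of the two criteria; inactive means fails both criteria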;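 further: 0% = median of neutral control wells and 100% = median of positive control wells; values of inactives mirror those of a sister screen read the other way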
# MITF TRPM1 HTS: increases MITF-driven TRPM1 promoter luciferase signal. SK-MEL-5 TRPM1-promoter luciferase, 24 h; % of positive control, neutral wells = 0. activation, % at 12.5 µM. hit rate 0.75% among 300,000. AID 588334;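 active means mean activation of at least 80% with every replicate also reaching 80%; inconclusive means mean reaches 80% but some replicate falls short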;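 further: 0% = neutral control wells and 100% = parthenolide positive control wells; values of inactives mirror those of a sister screen read the other way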
# SR-BI DiI-HDL act: SR-BI HDL lipid transfer activation. AID 504775. hit rate 0.096% among 320,000. activation, % at 12.5 µM. CHO ldlA[mSR-BI] cells, DiI-HDL uptake fluorescence, 3 h; 100 = double the neutral-control signal;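 active means mean replicate activation of at least 60% and every replicate at or above 60%; inconclusive means mean or all-replicate condition met, but not both; inactive means mean below 60% and not all replicates reaching 60%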;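 further: 0% = median plate neutral-control signal and 100% = twice that signal; values of inactives mirror those of a sister screen read the other way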
#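 Test system: SR-BI-overexpressing, LDLR-lacking CHO cells; Also added: labelled HDL, 10 µg/mL; Measured by: bottom-read cell fluorescence after medium removal, ex 550/em 595 nm; Timing: 3 h uptake period with compound, 37 °C; Buffer or medium: F12, 0.5% BSA, 25 mM HEPES; Doses: single compound concentration, delivered by pin transfer.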
# CDK5 inh: inhibitors of human CDK5/p35 kinase. Q00535+Q15078. Recombinant CDK5/p35, ADP-Glo luminescence, 60 min. inhibition, % at 10 µM. hit rate 0.01% among 330,000. AID 488839;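 active means highest replicate inhibition of at least 50% and at least 75% of replicates reaching 50%; inconclusive means only one of the two criteria met; inactive means both criteria failed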;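 further: plate controls were DMSO neutral control for no effect and GW8510 at 10 µM for full effect; many of its hits are not listed in these tables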
# Target sequence (Q00535 whole entry, looked up): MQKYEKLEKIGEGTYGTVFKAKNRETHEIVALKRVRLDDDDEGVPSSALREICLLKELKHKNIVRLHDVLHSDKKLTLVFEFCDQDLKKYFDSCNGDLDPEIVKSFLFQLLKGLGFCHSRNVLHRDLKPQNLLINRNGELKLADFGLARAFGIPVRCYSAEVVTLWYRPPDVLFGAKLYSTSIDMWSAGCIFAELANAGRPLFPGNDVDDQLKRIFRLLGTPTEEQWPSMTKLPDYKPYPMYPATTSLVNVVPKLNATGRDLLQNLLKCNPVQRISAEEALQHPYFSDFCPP
# Target sequence (Q15078 whole entry, looked up): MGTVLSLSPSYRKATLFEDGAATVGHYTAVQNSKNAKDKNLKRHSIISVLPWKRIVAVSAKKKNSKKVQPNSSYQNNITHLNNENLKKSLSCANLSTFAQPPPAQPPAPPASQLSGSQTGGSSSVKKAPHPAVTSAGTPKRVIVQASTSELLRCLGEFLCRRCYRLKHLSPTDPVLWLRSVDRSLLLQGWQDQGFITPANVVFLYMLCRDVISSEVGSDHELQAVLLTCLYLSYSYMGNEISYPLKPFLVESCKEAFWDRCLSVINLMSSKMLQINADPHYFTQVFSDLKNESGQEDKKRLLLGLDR
# * marks the source's active call; other numbers are inactive results; ? = inconclusive; · = no result given.
no.	Compound	cardiac RTF act	Wnt bcat act	HTR5A ag ctr	Rtt109 Vps75	PvdQ acylase	dFosB act	SR-BI HDL uptake	MITF TRPM1 HTS	SR-BI DiI-HDL act	CDK5 inh
1	Cc1c(NC(=S)NC(=O)c2ccc(-c3ccc(Cl)cc3)o2)cccc1C(=O)O	5	-8	-2	4	-9	-7	-183	14	?	0.4
2	COc1ccc(N2CCN(CC(O)COC(c3ccc(F)cc3)c3ccc(F)cc3)CC2)cc1 (configuration not stated)	1	0	0	-3	-8	-4	30	-10	-30	-0.8
3	Clc1ccc(-c2cnc3n2CCCCC3)cc1	1	0	8	-5	7	-1	4	-3	-4	1.4
4	COCCNC(=O)COc1ccc(C)cc1C(=O)c1cc(C#N)c(=O)n(C2CC2)c1	1	1	0	-1	-16	2	-10	-4	10	-1.4
5	NNC(=O)c1csc(-c2ccc(C(F)(F)F)cc2Cl)n1	3	2	4	-4	-10	-14	-3	-12	3	-1.4
6	O=C(NCCCl)Nc1cccc(Br)c1	-4	-2	0	-1	-1	-4	-27	-8	27	-1.2
7	COC(=O)C1CN(C(=O)C(C)Oc2ccc(C(C)C)cc2)c2ccccc2O1 (configuration not stated)	-5	4	6	-9	22	-6	-23	-8	23	-0.9
8	Cc1ccccc1OCC(=O)Nc1ccc(N2CCN(C)CC2)c(Cl)c1	1	8	-1	25	4	-5	8	39	-8	1.4
9	O=C(Nc1ccc(N2CCOCC2)cc1)c1ccc2nc(-c3ccco3)c(-c3ccco3)nc2c1	2	·	-2	3	-1	-6	16	-21	-16	0.6
10	O=C(COc1ccc2c3c(c(=O)oc2c1)CCC3)NCc1cccnc1	5	2	1	-9	-16	-8	-22	20	22	1.2
11	Cc1cc(C)n(CCC(=O)N=Nc2c(O)[nH]c3ccccc23)n1	1	0	-2	28	6	-4	·	6	·	-2.3
12	O=C(C1=C[C@@H](c2csc3ccccc23)C[C@@H](OCc2ccc(CO)cc2)O1)N1CCOCC1	-9	0	3	1	3	-1	-2	3	2	-0.8
13	COc1ccc(CCNC(=O)C2CCN(S(=O)(=O)c3ccc(C)cc3)CC2)cc1OC	1	62*	4	11	9	-8	6	-6	-6	0.7
14	Cc1ccccc1/C=N/Nc1ccnc2cc(Cl)ccc12	-7	0	5	-12	-10	38*	25	-67	-25	2.5
15	CCOc1ccccc1OCC(=O)OCC(=O)Nc1ncc(Cl)cc1Cl	9	·	-2	-5	0	-2	-6	-2	6	-1.8
16	Cn1c(=O)oc2cc(S(=O)(=O)Nc3cccc([N+](=O)[O-])c3)ccc21	-9	-1	3	-5	10	-4	-4	-1	4	4.7
17	C=CC(C)(C)c1[nH]cnc1/C=C1\NC(=O)C(C(C)C)NC1=O (configuration not stated)	5	-2	0	6	-4	4	8	-7	-8	-1.4
18	CS(=O)(=O)N(Cc1ccc(Cl)cc1)c1ccc(C(=O)NCCSc2ccccn2)cc1	2	-5	5	-1	16	-6	-17	-8	17	1.5
19	CC1CC(=S)Nc2ccccc2S1 (configuration not stated)	-1	-3	0	5	4	-5	-24	·	24	0.0
20	C=CCSc1nc2c(c(=O)[nH]c(=O)n2C)n1Cc1ccc(C)cc1	5	-4	7	-4	-10	-2	-26	7	26	0.3
21	CC(C)[C@H](NC(=O)C1CCN(S(=O)(=O)c2ccccc2)CC1)C(=O)NCc1ccccc1	-6	-1	1	4	6	14	-9	4	9	0.1
22	CCC(C(=O)OCC(=O)N(CC)c1c(N)n(Cc2ccccc2)c(=O)[nH]c1=O)c1ccccc1 (configuration not stated)	-1	-3	-8	-3	-4	-5	29	4	-29	-1.8
23	O=C(Cc1cccs1)Nc1ccc(S(=O)(=O)N2CCCCC2)cc1	-3	-2	-1	11	-12	-9	7	3	-7	1.1
24	O=C(O)CCSc1nnc(COc2ccc(Cl)cc2)n1-c1ccccc1	-1	1	6	-1	-10	2	6	-3	-6	0.9
25	Cc1ccc(NC(=O)C2CCCN2c2nn3c(=O)cc(C)nc3s2)cc1 (configuration not stated)	15	-1	-4	-1	-18	-3	-21	1	21	-1.4
26	C=CCn1c(C#N)c(N)sc1=N	4	-3	-2	7	3	-4	-14	-14	14	0.7
27	CCOC(=O)c1cccc(OC(=O)CCNC(=O)c2ccc(Cl)cc2)c1	3	3	-7	-1	-8	-11	-18	7	18	1.7
28	O=C(NNC(=O)c1cccnc1)Nc1cccc(Cl)c1Cl	1	-6	4	-3	-4	3	-3	3	3	1.4
29	O=C(Nc1ccc(N2CCN(c3ncccc3C(F)(F)F)CC2)nc1)c1cccs1	0	-5	7	6	0	-6	55	-10	-55	0.9
30	CCN(CC)S(=O)(=O)c1cc(NC(=O)[C@@H](NC(N)=O)C(C)C)ccc1C	11	-1	-2	1	-16	3	6	4	-6	-1.7
31	O=c1[nH]c(C2CCCN(S(=O)(=O)c3ccccc3)C2)nc2c1nnn2Cc1ccccc1Br (configuration not stated)	2	-4	0	11	7	-5	-6	-9	6	1.8
32	Cc1ccc(N2C(=O)N(CC(=O)N3CCOCC3)C(=O)C2C)cc1 (configuration not stated)	-6	1	-3	-5	-8	-7	-26	-3	26	-0.1
33	CCOc1ccc(S(=O)(=O)N2CCCC(C(=O)Nc3ccccc3)C2)cc1 (configuration not stated)	-6	0	-1	-15	2	1	·	3	·	1.3
34	O=Cc1ccc(-c2ccc(Cl)cc2Cl)[nH]1	-3	1	-2	3	8	-5	4	8	-4	0.2
35	CCOCCCn1c(SCC(=O)Nc2cccc(S(=O)(=O)NC3=NCCCCC3)c2)nc2ccccc2c1=O	6	0	4	1	-12	-16	20	3	-20	1.4
36	O=C(NC(Cc1ccccc1)C(=O)O)c1ccco1 (configuration not stated)	11	2	2	5	-13	-6	-14	-10	14	1.1
37	Cc1cccc(SCc2noc(C(=O)NCC3CCCO3)c2C(=O)O)c1 (configuration not stated)	5	1	-1	-1	-7	-3	-41	13	41	0.6
38	COc1ccc(CN2CCN(Cc3csc(C(C)=O)c3)CC2CCO)c(C)c1C (configuration not stated)	1	-8	2	3	-7	3	-18	4	18	0.5
39	CCN(CC)CCNC(C(=O)Nc1cccc(C(C)=O)c1)c1ccccc1 (configuration not stated)	-3	1	-1	8	4	12	-21	-9	21	0.0
40	CCN(CC)CCCNc1nc(-c2ccccc2)nc2ccccc12	-2	-8	-5	-3	-11	-10	-32	9	32	-1.1
41	O=C(NCc1cccs1)[C@@H]1CCCN1S(=O)(=O)c1ccccc1F	-2	-3	1	-6	-10	-1	0	0	0	-2.2
42	Cc1c(C)n(CCCN(C)C)c2ncnc(Nc3ccccc3)c12	-3	-1	2	3	-14	-2	-19	21	19	-0.4
43	CCOC(=O)C1CCCN(C(=O)CCCn2nnnc2CN2CCC(C)CC2)C1 (configuration not stated)	-10	1	4	6	7	-6	-16	10	16	-0.2
44	O=C1CC(C(=O)N2CCN(c3ccccn3)CC2)CN1Cc1ccccc1Cl (configuration not stated)	-1	-2	-2	-8	-10	2	-8	6	8	0.2
45	O=C(C[n+]1cccc(NC(=O)c2ccccc2)c1)c1cccc([N+](=O)[O-])c1	1	11	-2	·	0	1	-20	4	20	-1.0
46	Fc1nc(N2CCCC2)c(F)c(Oc2ccccc2Oc2c(F)c(F)nc(N3CCCC3)c2F)c1F	14	-3	4	1	-6	-5	-23	·	23	-1.0
47	C/C(=N\NC(=S)NC(C)C)c1ccc(Cl)s1	-10	·	-1	-4	-3	1	22	-29	-22	1.6
48	CNC(=O)C1CC(=O)N(CCc2ccccc2)C(=Nc2ccc(OC)cc2)S1 (configuration not stated)	6	-1	6	20	3	-5	5	6	-5	-0.3
49	CCCNC(=O)COC(=O)/C=C/c1cccc(F)c1	3	0	-1	-66	-15	-1	-8	-16	8	-0.3
50	O=S(=O)(Cc1ccccc1)Nc1ccc(S(=O)(=O)N2CCCC2)cc1	4	1	0	-1	-16	-3	11	11	-11	-0.4
51	Cc1ccc(C(=O)Nc2ccccc2C(=O)NC(Cc2c[nH]c3ccccc23)C(=O)O)cc1 (configuration not stated)	0	-1	4	-5	-12	-9	1	-3	-1	0.0
52	CCOC(=O)C1CCN(C2CCN(Cc3nc(-c4ccccc4)no3)CC2)CC1	0	-1	3	1	-6	2	-8	-18	8	-0.9
53	CCOC(=O)N=Nc1c2ccccc2c2nc3no[nH]c3nc12	·	-1	·	2	-7	-9	20	-103	-20	-0.3
54	COc1ccccc1NC(=S)Nc1cccc2cnccc12	-3	2	1	3	1	4	8	-15	-8	0.0
55	CSc1ccc(CN2CCCC(N3CCN(c4ccccc4)CC3)C2)cc1 (configuration not stated)	-2	-2	10	7	8	-3	-2	-18	2	0.1
56	CCn1c(SC(C)C)nnc1-c1cc(-c2ccccc2)sc1N	-5	16	-1	·	-1	-10	42	·	-42	0.7
57	COc1ccc(NS(=O)(=O)c2cccc(C(=O)NNC(=O)c3ccc(O)c(Cl)c3)c2)cc1	-1	2	3	5	-3	-4	-2	2	2	0.5
58	CC(=O)Nc1ccc(OC(=O)COc2ccc(Br)cc2)cc1	-5	-3	6	8	-10	9	-12	-4	12	-1.5
59	CCc1ccc(CN(C)C(=O)c2cc(S(=O)(=O)N3CCN(CC)CC3)ccc2Cl)cc1	1	-2	0	7	5	-1	21	-12	-21	0.2
60	COc1ccc(NC2CCCN(C(=O)c3ccc4[nH]c(C)c(C)c4c3)C2)cc1OC (configuration not stated)	-2	-2	0	-2	-10	-7	10	-7	-10	·

# Further results follow:
no.	Compound	cardiac RTF act	Wnt bcat act	HTR5A ag ctr	Rtt109 Vps75	PvdQ acylase	dFosB act	SR-BI HDL uptake	MITF TRPM1 HTS	SR-BI DiI-HDL act	CDK5 inh
61	Cc1ccccc1NC(=O)CC1(c2ccc(N(C)C)cc2)C(=O)c2ccccc2C1=O	-1	-4	0	-3	-8	-6	37	-3	-37	-0.8
62	CC(=O)Nc1ccc(S(=O)(=O)NC(CC(=O)N(C)Cc2ccccc2)C(C)C)cc1 (configuration not stated)	-2	·	-1	-2	5	-2	-15	1	15	0.0
63	CCN(C(=O)CSc1nnc(Cn2nnc3ccccc32)o1)c1nc(C)cs1	-7	-5	-3	4	7	0	5	2	-5	-0.5
64	COC(=O)CSc1nnc(-c2ccc(S(=O)(=O)N3CCCC3)cc2)n1C	-5	·	5	-11	-6	3	-5	-1	5	-1.6
65	COCC(=O)Nc1ccc2nc3n(c(=O)c2c1)CCCCC3	3	5	1	4	-7	-6	-22	10	22	0.7
66	Cc1ccc(C(=O)N/C(=C\c2cccs2)C(=O)NCCc2ccccn2)cc1C	-1	-1	4	0	-2	0	24	4	-24	-0.8
67	Cc1noc(NS(=O)(=O)c2ccc(N/C=C\C(=O)c3cccs3)cc2)c1C	1	2	-7	-3	5	-3	0	-3	0	0.0
